WRN helicase inh – inhibitors of human WRN helicase. Potency, µM (highest dose often 114 µM), for the others: top-dose activity change, negative = inhibition, most hits filed as inhibitors. Q14191. AID 651768. 0.46% of 360,000 active. WRN helicase unwinding, fluorescent forked duplex, kinetic; also: potency is read from the fitted curve at half-maximal effect; % is scaled to controls: 0 for no effect and ±100 for the full control effect; nearly all actives have a fitted effect of over 55% in size
Target sequence (Q14191 whole entry, looked up): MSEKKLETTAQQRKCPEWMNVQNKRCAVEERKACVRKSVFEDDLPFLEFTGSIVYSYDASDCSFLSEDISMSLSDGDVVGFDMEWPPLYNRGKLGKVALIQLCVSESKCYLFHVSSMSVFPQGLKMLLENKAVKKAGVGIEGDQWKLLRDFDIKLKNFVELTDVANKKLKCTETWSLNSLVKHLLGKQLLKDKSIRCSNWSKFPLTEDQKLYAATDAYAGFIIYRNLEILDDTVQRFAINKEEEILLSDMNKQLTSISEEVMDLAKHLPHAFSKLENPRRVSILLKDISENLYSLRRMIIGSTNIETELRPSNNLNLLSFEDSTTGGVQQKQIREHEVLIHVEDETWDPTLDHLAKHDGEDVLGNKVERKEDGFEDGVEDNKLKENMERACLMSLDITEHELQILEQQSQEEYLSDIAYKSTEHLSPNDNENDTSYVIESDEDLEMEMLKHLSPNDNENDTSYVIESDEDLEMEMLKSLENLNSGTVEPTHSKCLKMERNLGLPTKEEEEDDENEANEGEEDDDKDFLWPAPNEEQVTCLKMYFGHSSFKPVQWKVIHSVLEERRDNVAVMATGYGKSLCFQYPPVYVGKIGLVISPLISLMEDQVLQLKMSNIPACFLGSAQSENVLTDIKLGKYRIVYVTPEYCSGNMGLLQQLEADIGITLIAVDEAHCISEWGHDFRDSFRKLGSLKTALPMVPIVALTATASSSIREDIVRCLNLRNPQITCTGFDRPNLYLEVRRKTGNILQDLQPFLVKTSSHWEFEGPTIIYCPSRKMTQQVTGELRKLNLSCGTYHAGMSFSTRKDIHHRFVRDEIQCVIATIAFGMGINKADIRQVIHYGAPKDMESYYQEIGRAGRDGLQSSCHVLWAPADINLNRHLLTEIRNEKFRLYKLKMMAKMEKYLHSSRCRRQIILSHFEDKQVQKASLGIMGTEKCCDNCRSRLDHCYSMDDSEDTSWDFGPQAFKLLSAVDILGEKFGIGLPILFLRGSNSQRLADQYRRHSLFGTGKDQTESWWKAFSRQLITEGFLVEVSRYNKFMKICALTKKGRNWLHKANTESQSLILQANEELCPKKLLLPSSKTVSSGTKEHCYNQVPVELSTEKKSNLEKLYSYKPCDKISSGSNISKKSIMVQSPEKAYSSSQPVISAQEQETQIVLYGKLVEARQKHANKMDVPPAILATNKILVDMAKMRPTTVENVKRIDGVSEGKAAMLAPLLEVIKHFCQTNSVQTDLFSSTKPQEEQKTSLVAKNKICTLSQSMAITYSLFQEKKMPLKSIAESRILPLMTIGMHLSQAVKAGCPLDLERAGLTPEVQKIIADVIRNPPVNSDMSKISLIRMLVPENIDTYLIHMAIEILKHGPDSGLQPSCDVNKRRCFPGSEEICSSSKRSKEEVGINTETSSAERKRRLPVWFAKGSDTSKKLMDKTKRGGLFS
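WRN at 20 nM final preincubated with compound 15 min at room temperature; reaction started with 100 nM fluorophore/quencher forked duplex oligonucleotide and 2 mM ATP final. Unwinding followed kinetically by red fluorescence (ex 525, em 598 nm).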
ATXN2 expr inh – ATXN2 expression inhibition; Potency, µM (doses to about 57 µM), without a hit: at the top dose activity change, negative = inhibition, most hits filed as inhibitors; HEK-293 ATXN2-luciferase reporter, luminescence, 24 h; 0.72% of 360,000 active; also: potency is read from the fitted curve at half-maximal effect; % is scaled to controls: 0 for no effect and ±100 for the full control effect; nearly all actives have a fitted effect of over 55% in size
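ATXN2-luciferase reporter cells (luciferase flanked by upstream and downstream ATXN2 gene portions) were treated 24 h at 37 °C with compounds at up to 57 uM. SteadyGlo luminescence gave expression; GF-AFC fluorescence gave viability.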
KB-3-1 tox – KB-3-1 parental cell cytotoxicity; KB-3-1 viability, CellTiter-Glo ATP luminescence, 72 h; Potency, µM (series often up to 46.1 µM), without a hit: top-dose activity change, negative = cytotoxic, hits mostly cytotoxic; 1.4% of 400,000 active; also: potency is read from the fitted curve at half-maximal effect; % is scaled to controls: 0 for no effect and ±100 for the full control effect; nearly all actives have a fitted effect of over 60% in size
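Cytotoxicity in the drug-sensitive parental line KB-3-1 was scored as loss of CellTiter-Glo luminescence following 72 h incubation with compound. Values come from curve fitting of normalized concentration-response data.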
KB-V1 MDR tox – kills drug-selected multidrug resistant KB-V1 cells. Potency, µM (highest dose often 46.1 µM), for the others: at the top dose activity change, negative = cytotoxicity, hits mostly cytotoxic. AID 1347076. 3.4% of 400,000 active. KB-V1 MDR cells viability, CellTiter-Glo, 72 h; also: potency is read from the fitted curve at half-maximal effect; % is scaled to controls: 0 for no effect and ±100 for the full control effect; nearly all actives have a fitted effect of over 60% in size
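Cytotoxicity toward P-gp-expressing KB-V1 cells was determined as loss of CellTiter-Glo luminescence after 72 h at 37 degrees C. Compounds were tested in quantitative HTS format across a concentration range, with curves fitted to normalized data.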
MCF10A rereplic – induces DNA re-replication in MCF 10a normal breast cells. Potency, µM (series often up to 46.1 µM), inactives show at the top dose activity, positive = re-replication, hits mostly activators. MCF 10A DNA re-replication, Hoechst nuclear intensity, 48 h. 2.9% of 350,000 active. AID 624296; also: potency is read from the fitted curve at half-maximal effect; % of control where 0% means no effect; nearly all actives have a fitted effect of over 50% in size
HT1080 IDH1KD tx – HT-1080 IDH1 knockdown cell toxicity (counter line); HT-1080 IDH1 knockdown viability, ATP luminescence, 48 h; Potency, µM (titrated, usually from 46.1 µM), without a hit: at the highest dose activity, negative = toxicity, actives largely listed as cytotoxic; 2% of 360,000 active; AID 686971;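 also: potency is read from the fitted curve at half-maximal effect; 0% = DMSO wells and -100% = cell-free medium wells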
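Using the IDH1-knockdown HT-1080 line run in the same batch and compound series as the NT line, viability after 48 h at 37 °C was determined by CellTiter-Glo luminescence and expressed as % activity.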
SW480 rereplic – induces DNA re-replication in SW480 colon adenocarcinoma cells. Potency, µM (highest dose often 46.1 µM), without a hit: at the highest dose re-replication activation, most hits filed as activators. 1.8% of 340,000 active. SW480 DNA re-replication, Hoechst DNA content imaging, 48 h; also: potency is read from the fitted curve at half-maximal effect; % of control where 0% means no effect; nearly all actives have a fitted effect of over 55% in size
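Image-based DNA-content assay: after two days of treatment, nuclei were labelled with the DNA dye Hoechst and imaged, and hits were compounds raising the count of nuclei showing high fluorescence intensity.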
IL1B secr inh – inhibitors of inflammasome signaling (IL-1 beta secretion); activity change, % at 57.5 µM; 4.7% of 360,000 active; THP-1 LPS/ATP IL-1B secretion, AlphaLISA, 16 h; hits give low values; in the data active = activity change below about -50%; inconclusive = mostly about -30% to -49%; also: % is scaled to controls: 0 for no effect and ±100 for the full control effect
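THP-1 cells pretreated 1 hr with compounds (up to 57.5 uM final), then stimulated with LPS (250 ng/mL final) plus ATP (1.25 mM final); secreted IL-1B measured by AlphaLISA after 16 hr, decreased signal indicating inhibition.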
HT1080NT lethal – kills 2HG-producing HT-1080-NT fibrosarcoma cells; Potency, µM (highest dose often 46.1 µM), without a hit: at the top dose activity, negative = less viability, usual class: cytotoxic; HT-1080-NT fibrosarcoma viability, CellTiter-Glo ATP luminescence, 48 h; 1.6% of 360,000 active;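 also: NT is the 2HG producing partner of a matched IDH1 knockdown line; potency is read from the fitted curve at half-maximal effect; 0% = DMSO-treated cells and -100% = media-only wells without cells; nearly all actives have a fitted effect of over 55% in size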
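Toxicity toward the 2HG-producing NT line was scored as %Activity, normalised to DMSO and no-cell wells, from CellTiter-Glo luminescence after 48 hours' treatment.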
An asterisk follows results filed as active; ? = inconclusive; . = not tested or not shown; [ ] = another dose, or the depositor's remark. Unless noted, calls follow the shape of the dose curve; as a rule, active = well fitted curve in the direction sought with a large enough effect; inconclusive = small, poorly fitted or top-dose-only effect, or another doubt; inactive = no such curve, though single readings can be large; an effect the other way counts as inactive or inconclusive.

Structure | WRN helicase inh | ATXN2 expr inh | KB-3-1 tox | KB-V1 MDR tox | MCF10A rereplic | HT1080 IDH1KD tx | SW480 rereplic | IL1B secr inh | HT1080NT lethal
Cc1ccc(S(=O)(=O)N2CCOCC2)cc1NC(=O)Cn1ccsc1=N | 0% | 8% | 4% | 11% | 2% | 12% | -3% | -16 | 4%
O=C(CN1CCN(c2ccccc2F)CC1)Nc1ccccc1F | -21% | 4% | 6% | -16% | 12% | 19% | -6% | 12 | 9%
CSc1ccccc1NC(=O)Cn1c([N+](=O)[O-])cnc1C | 0% | -22% | 10% | 4% | 1% | 5% | -7% | 38 | 4%
CC(=O)c1ccc(NC(=O)c2ccc(COc3ccccc3[N+](=O)[O-])o2)cc1 | -2% | -14% | ? | 10µM* | 2% | 2% | 1% | -2 | -8%
O=C(/C=C\c1ccccc1[N+](=O)[O-])Nc1ccccc1 | -4% | 1% | 16% | ? | ? | 2% | -33%[inhibitor] | 7 | 0%
O=C(O)/C=C1\CCCc2ccccc2C1O (stereo not given) | -5% | 4% | 0% | 8% | 0% | 11% | -51%[inhibitor] | 21 | 17%
CCOc1cc(N2CCOCC2)c(OCC)cc1NC(=O)COC(=O)c1ccccc1C | 1% | . | 2% | -23% | 11% | 7% | -9% | 2 | 12%
O=C(c1ccc2c(=O)n3c(nc2c1)CCCCC3)N1CCN(c2ccccc2F)CC1 | 4% | -1% | 0% | -12% | 2% | -4% | -3% | -7 | -3%
CCOC(=O)C1CCCN(CCC(=O)Nc2cccc(F)c2)C1 (stereo not given) | 4% | -7% | 0% | -3% | -10% | -1% | 11% | 9 | 7%
COc1ccc(C(=O)c2c[nH]cc2-c2ccccc2)cc1 | -29%[57.1 µM] | 4% | 1% | 14% | 0% | 6% | -8% | -7 | -1%
Cn1cnc(S(=O)(=O)NCc2ccccc2)c1 | 15% | 1% | 4% | -5% | -76%[inhibitor] | 7% | -5% | 2 | 1%
CCOc1ccccc1OCCCCOc1ccccc1F | -18%[57.1 µM] | 1% | 10% | 24% | 2% | 18% | -1% | 19 | 26%
CCOc1ccccc1NC(=O)CN(C)S(=O)(=O)c1ccc2[nH]c(=O)oc2c1 | 4% | 0% | -11% | 4% | 5% | -3% | -7% | 32 | -9%
CC(C)C(c1nnnn1C1CCCCC1)N1CCCc2ccccc21 (stereo not given) | -10% | -6% | 0% | -15% | -64%[inhibitor] | -19% | -16% | 9 | -4%
COc1ccccc1C(=O)COC(=O)CNS(=O)(=O)c1ccc(C)c(C)c1 | -4% | -6% | 16% | ? | 9% | 0% | -4% | 5 | 5%
Cc1ccc(NN2C(=O)C=C(c3ccc(Cl)cc3)C2=O)cc1 | ? | 25µM* | ? | 12µM* | 15µM* | ? | ? | -103* | ?
O=C(CN1CCN(S(=O)(=O)c2ccc(F)cc2)CC1)Nc1ccc(Cl)cn1 | -8% | -8% | -8% | ? | 4% | 0% | -9% | -5 | 1%
COc1ccc(S(=O)(=O)N2CCN(C(=O)c3cc(C)oc3C)CC2)cc1 | 2% | -15% | -5% | -24% | 1% | 4% | -1% | -7 | 9%
CC(=O)c1ccc(NC(=O)C2CCCN(S(=O)(=O)c3c(C)[nH]c(=O)[nH]c3=O)C2)cc1 (stereo not given) | 3% | 31% | -5% | -2% | -7% | 0% | -23% | -2 | 19%
COc1ccccc1NC(=O)C(=O)N1CCCC1 | 0% | 11% | 8% | ? | 0% | 13% | 3% | 8 | 18%
O=C(COC(=O)c1cncc(Br)c1)Nc1ccc(N2CCCCC2)cc1 | -3% | . | 1% | -4% | -4% | 0% | -10% | 11 | 1%
Cc1ccc(C)c(NC(=O)CN2C(=O)CC(C)S(=O)(=O)c3ccccc32)c1 (stereo not given) | 3% | 10% | -1% | -12% | 1% | 8% | -20% | 59 | 17%
Cc1cc(F)c(F)c(C(=O)N2C(C)CCCC2C)c1Cl (stereo not given) | 2% | -20% | 0% | -13% | 0% | -2% | -19% | 48 | 12%
O=C(c1cccc(Cl)c1)N1CCCC(c2ccc(Cl)cc2)=N1 | -17% | -4% | -8% | ? | -11% | ? | ? | ? | ?
Cc1cc(OCCCN2CCN(Cc3ccccc3)CC2)ccc1[N+](=O)[O-] | -10% | . | -20% | -10% | 2% | 0% | -11% | -10 | 4%
Nn1c(SCC(=O)NC(=O)Nc2ccc3c(c2)OCCO3)nnc1C1CC1 | 5% | 32% | 5% | ? | 11% | 11% | ? | 8 | 7%
CC(=O)OCC(=O)NCC(=O)c1c[nH]c2ccccc12 | -4% | 0% | 13% | -9% | -6% | 12% | -11% | 41 | 14%
Cc1cc(C(O)c2ncc(-c3ccccc3C)[nH]2)ccc1F (stereo not given) | 0% | 16% | 0% | 1% | . | 3% | . | -3 | 0%
Cc1ccc(S(=O)(=O)N2C[C@@H]3[C@H]4CC[C@H](C4)[C@@H]3[C@@H](C)[C@@H]2c2ccn([Si](C(C)C)(C(C)C)C(C)C)c2)cc1 | -7% | -4% | 2% | -4% | -2% | 9% | -8% | 25 | 7%
O=C(CCCc1ccccc1)N1CCN(c2ccc([N+](=O)[O-])cc2)CC1 | 0% | -18% | -6% | 16µM* | 3% | 2%[9.24 µM] | -12% | -2 | -14%

7 entries from above, set out differently:
Order of values: WRN helicase inh	ATXN2 expr inh	KB-3-1 tox	KB-V1 MDR tox	MCF10A rereplic	HT1080 IDH1KD tx	SW480 rereplic	IL1B secr inh	HT1080NT lethal
O=C(c1cccc(Cl)c1)N1CCCC(c2ccc(Cl)cc2)=N1
    -17%	-4%	-8%	?	-11%	?	?	?	?
Cc1cc(OCCCN2CCN(Cc3ccccc3)CC2)ccc1[N+](=O)[O-]
    -10%	.	-20%	-10%	2%	0%	-11%	-10	4%
Nn1c(SCC(=O)NC(=O)Nc2ccc3c(c2)OCCO3)nnc1C1CC1
    5%	32%	5%	?	11%	11%	?	8	7%
CC(=O)OCC(=O)NCC(=O)c1c[nH]c2ccccc12
    -4%	0%	13%	-9%	-6%	12%	-11%	41	14%
Cc1cc(C(O)c2ncc(-c3ccccc3C)[nH]2)ccc1F (stereo not given)
    0%	16%	0%	1%	.	3%	.	-3	0%
Cc1ccc(S(=O)(=O)N2C[C@@H]3[C@H]4CC[C@H](C4)[C@@H]3[C@@H](C)[C@@H]2c2ccn([Si](C(C)C)(C(C)C)C(C)C)c2)cc1
    -7%	-4%	2%	-4%	-2%	9%	-8%	25	7%
O=C(CCCc1ccccc1)N1CCN(c2ccc([N+](=O)[O-])cc2)CC1
    0%	-18%	-6%	16µM*	3%	2%[9.24 µM]	-12%	-2	-14%

Returning to the listing with the 2 entries that preceded the break.
Structure | WRN helicase inh | ATXN2 expr inh | KB-3-1 tox | KB-V1 MDR tox | MCF10A rereplic | HT1080 IDH1KD tx | SW480 rereplic | IL1B secr inh | HT1080NT lethal
Cc1ccc(S(=O)(=O)N2C[C@@H]3[C@H]4CC[C@H](C4)[C@@H]3[C@@H](C)[C@@H]2c2ccn([Si](C(C)C)(C(C)C)C(C)C)c2)cc1 | -7% | -4% | 2% | -4% | -2% | 9% | -8% | 25 | 7%
O=C(CCCc1ccccc1)N1CCN(c2ccc([N+](=O)[O-])cc2)CC1 | 0% | -18% | -6% | 16µM* | 3% | 2%[9.24 µM] | -12% | -2 | -14%
CC[C@]12c3[nH]c4ccc(Cl)cc4c3CCN1C(=O)[C@@H](CC(=O)NC/C=C(\C)CCC=C(C)C)C[C@@H]2C(=O)N1CCN(C(=O)c2ccco2)CC1 | -6% | ? | 0% | 0% | ? | 15µM* | 9% | -29 | ?
COc1ccc(NC(=O)C2(C)CCN2Cc2cccc(OC)c2F)cc1OC (stereo not given) | -7% | -24% | 0% | -8% | . | 4% | . | ? | 12%
COc1ccc(/C=C/C(=O)OCC(=O)NC2CCCCC2C)c(OC)c1 (stereo not given) | -17% | -4% | 3% | 10% | 12% | -1% | -11% | 9 | 12%
Nc1nc(Sc2ccc(C(F)(F)F)cc2[N+](=O)[O-])n[nH]1 | -22% | 6% | 2% | 25% | 11% | -1% | 3% | -9 | -13%
Cc1ccc(C)c(NC(=O)CN(C)C(=O)c2cccc(S(=O)(=O)N3CCN(Cc4ccccc4)CC3)c2)c1 | -12% | -13% | ? | ? | 15% | ? | 2% | -5 | 21µM*
CC[C@H](C)[C@H](NC(N)=O)C(=O)NCCc1ccc(Cl)cc1 | -8% | -16% | 13% | -4% | 8% | -2% | 0% | 15 | -4%
Cc1ccc(N(C(C)C(=O)Nc2ccccc2C(=O)N2CCOCC2)S(C)(=O)=O)cc1C (stereo not given) | 3% | 8% | 3% | 2% | 1% | 10% | -5% | 3 | 8%
Cc1ccccc1NC(=S)N(CCc1c(C)[nH]c2ccc(F)cc12)Cc1ccncc1 | 0% | -38% | -19% | ? | 5% | -13% | 6% | -30 | -9%
CCOC(=O)c1cc(OC(=O)c2cccc([N+](=O)[O-])c2)n(-c2ccccc2)n1 | -8% | -13% | 1% | 11% | 6% | -7% | -2% | 0 | -1%[9.24 µM]
Cc1ccc(-n2c(SCC(=O)c3c(N)n(C4CC4)c(=O)[nH]c3=O)nnc2N2CCOCC2)cc1 | 0% | 5% | 15% | ? | ? | 9% | -2% | 12 | 10%
COc1ccc(C(=O)NCC(c2ccc3c(c2)OCO3)N2CCN(c3ccc(OC)cc3)CC2)cc1 (stereo not given) | -7% | -17% | -8% | -2% | 27% | -8% | 1% | -17 | 0%
CC1CCCC(C)N1S(=O)(=O)c1ccc(S(=O)(=O)NCCc2ccncc2)cc1 (stereo not given) | -5%[57.1 µM] | 0% | -26% | ? | -6% | -2%[9.24 µM] | 0% | ? | -17%

Source: PubChem (National Center for Advancing Translational Sciences (NCATS))
